Screens from PubChem.
bIAP inhibitor: blocks bovine intestinal alkaline phosphatase activity. 190,000 tested, under 10 active. purified bovine IAP, CDP-star luminescence, 30 min. AID 1019. inhibition, % at 20 µM;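 active = over 50% inhibition of intestinal alkaline phosphatase at 20 µM in the single-dose screen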
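System: purified bovine intestinal alkaline phosphatase (IAP) enzyme; Input: IAP diluted 1/65,000,000 in the well; Measured by: CDP-star luminescence signal; Compound dosing: 20 µM single dose; Incubation: 30 min reaction at room temperature.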
Diaphorase inh: inhibits diaphorase or chemically oxidizes, flagging diaphorase assay artifacts; diaphorase resazurin-to-resorufin fluorescence, NADH, 16 min; bacterial (C. kluyveri) enzyme, not human; AID 1217; actives 0.69% (n = 190,000); inhibition, % at 20 µM;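 active = primary screen inhibition at 20 µM above a set limit, cut at about 50% in these data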;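 note: plate controls were DMSO with full reaction for no effect and wells lacking NADH for full effect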
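Test system: bacterial diaphorase enzyme (C. kluyveri); Quantity: 0.14 U/mL diaphorase, enzyme working solution; Times: reaction incubation of 16 min at room temperature; Measured by: fluorescence of resorufin formed from resazurin, Ex 544/Em 590 nm; Benchmarks: positive control minus NADH, DMSO neutral control.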
TNAP inh hi DEA: inhibitors of human TNAP at high phosphate acceptor concentration; P05186; purified TNAP, CDP-star luminescence, 1 M DEA; inhibition, % at 20 µM; actives 0.03% (n = 200,000);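 active = over 50% inhibition of tissue-nonspecific alkaline phosphatase at 20 µM in the single-dose screen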;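 note: plate controls were DMSO wells for no effect and EDTA-quenched wells as full inhibition for full effect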
Target sequence (P05186 whole entry, looked up): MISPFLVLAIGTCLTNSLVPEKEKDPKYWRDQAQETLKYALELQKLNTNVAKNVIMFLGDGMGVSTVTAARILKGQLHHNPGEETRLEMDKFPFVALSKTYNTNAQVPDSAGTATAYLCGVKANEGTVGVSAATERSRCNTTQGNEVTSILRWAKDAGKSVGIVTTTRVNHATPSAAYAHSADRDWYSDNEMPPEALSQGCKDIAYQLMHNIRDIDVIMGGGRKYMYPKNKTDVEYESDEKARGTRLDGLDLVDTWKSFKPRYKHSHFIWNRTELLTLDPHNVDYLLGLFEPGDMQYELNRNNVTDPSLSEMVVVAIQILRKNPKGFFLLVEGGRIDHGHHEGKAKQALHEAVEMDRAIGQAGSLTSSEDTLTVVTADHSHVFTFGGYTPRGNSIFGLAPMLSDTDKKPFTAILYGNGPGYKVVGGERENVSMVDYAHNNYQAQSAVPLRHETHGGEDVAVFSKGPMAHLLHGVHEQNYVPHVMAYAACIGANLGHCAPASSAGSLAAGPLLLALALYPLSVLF
PMI act satM6P: activators of human phosphomannose isomerase at near-saturating mannose 6-phosphate | actives 0.34% (n = 190,000) | P34949 | activation factor at 20 µM | AID 1216 | coupled PMI enzyme assay, resazurin fluorescence, 20 min; hits give high values; 1 = untreated enzyme, 0 = substrate-free blank;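 active = activation factor of 2 or more at 20 µM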
Target sequence (P34949 whole entry, looked up): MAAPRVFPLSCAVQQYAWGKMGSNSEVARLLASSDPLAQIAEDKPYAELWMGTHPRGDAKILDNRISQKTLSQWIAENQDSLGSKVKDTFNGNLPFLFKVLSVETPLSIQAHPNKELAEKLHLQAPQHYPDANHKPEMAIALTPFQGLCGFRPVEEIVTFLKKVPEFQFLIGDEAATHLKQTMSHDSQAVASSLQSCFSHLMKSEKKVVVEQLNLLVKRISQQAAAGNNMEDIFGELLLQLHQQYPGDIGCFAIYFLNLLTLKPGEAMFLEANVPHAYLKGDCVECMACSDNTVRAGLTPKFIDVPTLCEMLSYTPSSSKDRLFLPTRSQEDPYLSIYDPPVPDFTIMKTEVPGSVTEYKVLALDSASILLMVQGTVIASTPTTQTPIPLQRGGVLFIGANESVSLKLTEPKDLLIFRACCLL
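Material: human phosphomannose isomerase with PGI, G6PDH, diaphorase coupling enzymes; amount: PMI at 15 ng/mL final; also added: Mannose-6-phosphate 1.0 mM (near-saturating) plus 0.22 mM NADP+; incubation: enzyme reaction with compound 20 min at room temperature; signal: resorufin fluorescence (Ex 544/Em 590 nm) from resazurin via diaphorase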
TNAP act hi DEA: TNAP (human) activation, high acceptor | 200,000 tested, under 10 active | P05186 | purified TNAP, CDP-star luminescence, 1 M DEA, 30 min; hits give high values; 0 = EDTA background, 1 = DMSO-only activity | activation factor at 20 µM;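 active = activation factor at least 2 at 20 µM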
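Dosing: 20 µM single point. System: human TNAP. Amount: TNAP 1/800 final. Incubation: 30 min, room temperature. Read-out: TNAP activation factor scaled between EDTA and DMSO control wells. Signal: luminescence from CDP-star hydrolysis. Medium: 1 M DEA, pH 9.8, Mg2+, Zn2+. Control set: EDTA negative control, DMSO positive control.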
PMI act: phosphomannose isomerase (human) activation. P34949. purified human PMI, coupled resazurin fluorescence, 20 min; hits give high values; 1 = vehicle control, 0 substrate-free wells. activation factor at 20 µM. actives 0.005% (n = 190,000);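 active = activation factor of 2 or more at 20 µM, relative to plate controls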
bIAP activator: intestinal alkaline phosphatase (bovine) activation | purified bovine IAP, CDP-star luminescence, 30 min; hits give high values; fold of DMSO-control signal, blank-subtracted | activation factor at 20 µM | actives 0.17% (n = 200,000) | AID 1016;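 active = activation factor of 2 or more at 20 µM, a signal rise over negative controls twice the positive control's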
Lmaj promast: reduces viability of Leishmania major promastigotes; resazurin fluorescence viability; inhibition, % at 10 µM; AID 1063; actives 9% (n = 200,000); in the data active = inhibition above about 50%;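 note: promastigotes grown with compound for 44 hours at 28 °C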
Diaph act CS: activates diaphorase or chemically reduces, flagging diaphorase assay artifacts | activation factor at 20 µM | Diaphorase/resazurin coupled assay, resorufin fluorescence, 16 min; hits give high values; 1 = vehicle wells, 0 = NADH-free wells | AID 1229 | actives 0.005% (n = 190,000);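 active = diaphorase activity raised at least twofold by the compound at 20 µM; inactive = activation factor below 2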
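Assay system: bacterial diaphorase enzyme (C. kluyveri) / Input: enzyme 0.07 U/mL final / Medium: 50 mM HEPES pH 7.4 with 4.542 mM MgCl2, 0.005% Tween 20 / Doses: single compound dose of 20 µM, 1% DMSO final / Incubation: 16 min enzyme reaction, ambient temperature / Signal: fluorescence, excitation 544 nm and emission 590 nm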
TNAP inh noacc: TNAP (human) inhibition, acceptor-free conditions; purified TNAP, CDP-star luminescence, 30 min; inhibition, % at 20 µM; actives 0.26% (n = 200,000); P05186; AID 1012;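 active = tissue-nonspecific alkaline phosphatase inhibition above about 50% at 20 µM in the single-dose screen, limit read from the data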;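 note: 0% = DMSO negative control and 100% = EDTA positive control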
Numbers without * were called inactive; · = not tested or not shown. This is a random part of the collection; any-hit rate near 10%.

1: CCOc1ccc(-n2c(SCC(=O)NC(C)CC)nc3n[nH]c(C)c3c2=N)cc1 (configuration not stated)
2: CCN1CCN(c2cc3c(cc2F)c(=O)c(C(=O)O)cn3C2CC2)CC1
3: Cc1ccc(Nc2nc(N)nc(CN3CCN(Cc4ccc5c(c4)OCO5)CC3)n2)cc1C
4: Cc1ccc(NC(=O)CSc2ccc3nnc(CCNC(=O)c4ccccc4)n3n2)c(C)c1
5: OCCC1CN(Cc2ccccc2-c2ccco2)CCN1Cc1ccsc1 (configuration not stated)
6: O=C1CCC(C(=O)NCc2ccc3c(c2)OCO3)N1 (configuration not stated)
7: Cc1ccc(NC(=O)CSc2nnc(Cn3c(=O)sc4ccccc43)n2C)cc1Cl
8: COC(=O)c1ccccc1NC(=O)CN1C(=O)c2ccccc2S1(=O)=O

entry no.	1	2	3	4	5	6	7	8
bIAP inhibitor	1	12	-4	38	-28	-24	3	-12
Diaphorase inh	-3	16	-3	11	6	2	4	5
TNAP inh hi DEA	-5	-2	-4	-2	0	-5	-3	1
PMI act satM6P	1	0.9	1.1	1	0.8	1	1	1
TNAP act hi DEA	1.1	1	1	1	1	1.1	1	1
PMI act	1	0.9	1.1	1	0.8	1	1	1
bIAP activator	1	0.9	1	0.6	1.3	1.2	1	1.1
Lmaj promast	-2	-5	34	-5	9	-8	22	-3
Diaph act CS	1	0.8	1	0.9	0.9	1	1	0.9
TNAP inh noacc	-27	-7	-2	13	-6	-7	-6	-4

9: CCn1cc(C(=O)NCc2ccco2)c(=O)c2cc(S(=O)(=O)N3CCCCCC3)ccc21
10: CC1Cc2ccccc2N1S(=O)(=O)c1cccc(C(=O)NCCCn2ccnc2)c1 (configuration not stated)
11: CSc1ccc(CN2CCCC(CNC(=O)c3ccc(F)cc3)C2)cc1 (configuration not stated)
12: CCOC(=O)c1cnn(-c2nc3sc4c(c3c(=O)[nH]2)CCCC4)c1N
13: COc1cc2c(=O)n(CCCC(=O)NCC3CCCO3)c(=O)n(CC(=O)c3ccc(F)cc3)c2cc1OC (configuration not stated)
14: COCCCN1C(=O)C(=O)/C(=C(/O)c2ccc(OC(C)C)cc2)C1c1cccnc1 (configuration not stated)
15: c1ccc(Cc2nn[nH]n2)cc1
16: COc1ccc(Nc2nc3cc(C)ccc3cc2C#N)c(OC)c1

entry no.	9	10	11	12	13	14	15	16
bIAP inhibitor	-8	-4	6	3	-32	17	0	3
Diaphorase inh	14	0	12	-5	20	2	9	·
TNAP inh hi DEA	-8	0	-5	-6	1	-5	-5	-3
PMI act satM6P	1.1	1	1	1.1	0.9	1.1	1.1	·
TNAP act hi DEA	1.1	1	1	1.1	1	1.1	1.1	1
PMI act	1	1.2	0.9	1.1	0.9	1	1.1	·
bIAP activator	1.1	1	0.9	1	1.3	0.8	1	1
Lmaj promast	28	15	84*	·	15	-5	11	-4
Diaph act CS	0.9	1	0.9	1.1	0.8	1	0.9	·
TNAP inh noacc	6	-1	-10	-12	0	-16	-13	-1

17: O=C(/C=C/c1cn(-c2ccccc2)nc1-c1cccnc1)N1CCCCC1
18: Cc1cccc(CN2CCNC2=O)c1
19: CCN1CCCC1CNS(=O)(=O)c1ccc(Cl)c(C(F)(F)F)c1 (configuration not stated)
20: COc1cccc(OC)c1OCCCOc1ccc(C)cc1Br
21: Cc1sc(=NC(=O)c2ccco2)n(C)c1-c1ccc(Cl)cc1
22: Cc1ccc(S(=O)(=O)NNC(=O)c2ccc(O)cc2)cc1
23: Cc1ccc(OCC(=O)N2CCN(C(=O)Cc3ccccc3)CC2)cc1
24: Cc1cccc(-n2c(C)cc(/C=C3/C(=N)N4C(c5ccccc5)=CSC4=NC3=O)c2C)c1

entry no.	17	18	19	20	21	22	23	24
bIAP inhibitor	-13	-7	2	10	9	22	5	4
Diaphorase inh	4	-13	7	3	14	-6	4	10
TNAP inh hi DEA	1	-1	-2	3	-8	1	-4	5
PMI act satM6P	1	1.3	1	1	1	1.1	1	1
TNAP act hi DEA	1	1	1	1	1.1	1	1	0.9
PMI act	1	1.2	1.1	0.9	1	1.1	1	0.9
bIAP activator	1.1	1.1	1	0.9	0.9	0.8	0.9	1
Lmaj promast	12	6	81*	37	10	-5	-6	9
Diaph act CS	1	1.1	0.9	1	0.9	1.1	1	0.9
TNAP inh noacc	-9	5	-2	-5	-4	-2	-10	-15

25: Cc1ccc(-n2ncc3c(=O)n(CC(=O)NCc4ccco4)cnc32)cc1C
26: CCN1CCN(CCn2c(=S)[nH]c3cc4c(cc3c2=O)OCO4)CC1
27: CCC(Oc1ccccc1)C(=O)Nc1ccc(-c2nnc(-c3ccco3)o2)cc1 (configuration not stated)
28: CC(=O)Nc1ccc(CN2CCN(CC(C)C)C(CCO)C2)cc1 (configuration not stated)
29: COc1ccc(N2C(=O)CC(NCc3ccc(F)cc3)C2=O)cc1 (configuration not stated)
30: C/C(Cn1nnc2ccccc21)=N\NC(=O)c1ccc(Br)cc1
31: Cc1nonc1NC(=O)CSc1nc(C2CCCCC2)nc2ccccc12
32: Cc1[nH]n(C(N)=S)c(=O)c1N=Nc1cc(-c2ccc(Br)cc2)[nH]n1

entry no.	25	26	27	28	29	30	31	32
bIAP inhibitor	1	15	-17	8	-3	20	-16	5
Diaphorase inh	2	11	21	16	8	2	12	48
TNAP inh hi DEA	-3	-3	-2	-10	0	1	-2	10
PMI act satM6P	1	1	0.9	1	1	1.1	0.9	1.1
TNAP act hi DEA	1	1	1	1.1	1	1	1	0.9
PMI act	1	1	0.9	0.9	1	1.1	0.9	1.2
bIAP activator	1	0.9	1.2	0.9	1	0.8	1.2	1
Lmaj promast	24	-6	94*	0	-2	2	18	57*
Diaph act CS	1	0.9	0.8	0.8	0.9	1	0.9	0.5
TNAP inh noacc	-5	-18	-9	-12	-6	-11	-2	-92

Taken from above:
Cc1nonc1NC(=O)CSc1nc(C2CCCCC2)nc2ccccc12 @ bIAP inhibitor: -16
CCC(Oc1ccccc1)C(=O)Nc1ccc(-c2nnc(-c3ccco3)o2)cc1 (configuration not stated) @ TNAP inh noacc: -9

Back to the main list, starting 2 compounds before the break.
31: Cc1nonc1NC(=O)CSc1nc(C2CCCCC2)nc2ccccc12
32: Cc1[nH]n(C(N)=S)c(=O)c1N=Nc1cc(-c2ccc(Br)cc2)[nH]n1
33: COc1ccc(NCN2C(=O)CCC2=O)cc1
34: Nc1sc2c(c1C(=O)NC1CCS(=O)(=O)C1)CCCC2 (configuration not stated)
35: CCCOc1ccc(CC(=O)NCC2(c3ccccc3)CCOCC2)cc1OC
36: Cc1ccc(CN(c2ccc(C(=O)N3CCOCC3)cc2)S(C)(=O)=O)cc1
37: CCOC(=O)C1(Cc2cccc(F)c2)CCN(C(=O)c2cnc(C)cn2)CC1
38: CCOCCCNC(=O)CCC(=O)NNc1nc2ccccc2c2nc(-c3ccccc3)nn12
39: C/C(=N\NC(=O)CCCOc1ccc(Cl)cc1C)c1ccc(C)o1
40: CC(C)(C)c1ccc2c(c1)N(CC(=O)O)C(=O)CO2

entry no.	31	32	33	34	35	36	37	38	39	40
bIAP inhibitor	-16	5	8	6	4	2	-2	8	30	-2
Diaphorase inh	12	48	16	35	16	12	12	5	12	-3
TNAP inh hi DEA	-2	10	-12	-3	-7	-5	-2	1	-6	-3
PMI act satM6P	0.9	1.1	0.9	1.2	1	1	0.9	0.9	0.9	1.1
TNAP act hi DEA	1	0.9	1.1	1	1.1	1.1	1	1	1.1	1
PMI act	0.9	1.2	0.9	1	0.9	1	0.9	0.9	0.9	1
bIAP activator	1.2	1	0.9	0.9	1	1	1	0.9	0.7	1
Lmaj promast	18	57*	10	-7	-2	-8	-5	-2	1	1
Diaph act CS	0.9	0.5	0.8	0.6	0.8	0.9	0.9	0.9	0.9	1
TNAP inh noacc	-2	-92	-5	-13	-14	13	0	-111	0	-8

41: CCCn1c(NCc2ccccn2)nc2ccccc21
42: Cc1cccc(CC2S/C(=N/N=C/c3ccco3)NC2=O)c1 (configuration not stated)
43: Cc1nn(C)cc1NC(=O)Cn1nc(C(F)(F)F)cc1C1CC1
44: O=C(COC(=O)C1CCCCC1)Nc1cc([N+](=O)[O-])ccc1F
45: Cc1ccc(C(=O)C(C)N(C(=O)c2ccc(Cl)cc2Cl)N2C(=O)CCCC2=O)cc1 (configuration not stated)
46: Cc1ccccc1-c1nnn(Cc2ccc(-c3nn[nH]n3)cc2)n1
47: Cc1ccccc1NC(=S)N(Cc1cccnc1)Cc1ccccc1Cl
48: Cc1cccc(C(=O)N2CCN(c3ncnc4c3cnn4-c3ccccc3)CC2)c1

entry no.	41	42	43	44	45	46	47	48
bIAP inhibitor	-23	6	0	11	0	-8	4	37
Diaphorase inh	10	3	2	16	5	-1	14	14
TNAP inh hi DEA	8	-5	2	-6	-1	-8	-3	-1
PMI act satM6P	1	1	1	1.1	1	1.1	1	1
TNAP act hi DEA	0.9	1	1	1.1	1	1.1	1	1
PMI act	0.9	1	1	1.4	0.9	1.2	1	1
bIAP activator	1.2	0.9	1	0.9	1	1.1	1	0.6
Lmaj promast	7	9	-8	5	25	-9	92*	33
Diaph act CS	0.9	1	1	0.8	0.9	1	0.9	0.9
TNAP inh noacc	3	-9	-5	-10	-2	-6	-11	-8

49: CC(C(=O)OCC(=O)Nc1ncc(Cl)cc1Cl)N1C(=O)c2ccccc2C1=O (configuration not stated)
50: CSc1ccc(S(=O)(=O)NCCSc2ccccn2)cc1
51: c1ccc(CN2CCC(Nc3nc(-c4cccs4)nc4ccccc34)CC2)cc1
52: COc1ccccc1C(=O)NCCn1ccc2ccccc21
53: CCn1c(-c2cccn(Cc3ccccc3)c2=O)n[nH]c1=S
54: O=S1(=O)N=C(Nc2ccc(N3CCOCC3)cc2)c2ccccc21
55: COc1ccc(COC(=O)Nc2cn(C)nc2C(F)(F)F)cc1

entry no.	49	50	51	52	53	54	55
bIAP inhibitor	13	11	0	-5	10	6	-6
Diaphorase inh	16	27	-3	6	13	13	-8
TNAP inh hi DEA	-3	-2	-3	-4	-4	-4	1
PMI act satM6P	0.9	0.9	1	1	1	1	1.1
TNAP act hi DEA	1	1	1	1	1	1	1
PMI act	0.9	0.9	1	1	1	1.1	1
bIAP activator	0.9	0.9	1	1.1	0.9	0.9	1.1
Lmaj promast	-7	-4	100*	1	-8	-7	-2
Diaph act CS	0.8	0.7	1	0.9	0.9	0.9	1.1
TNAP inh noacc	-8	-12	-6	-12	12	-13	-4
